Screening data from PubChem BioAssay.
esBAF inh = inhibitors of esBAF chromatin remodeling in mouse ES cells; Bmi1-luciferase knock-in reporter, 24 h; 100% = twice the neutral-well signal; 350,000 compounds, 2% hits; AID 602393; reporter increase, % at 12.5 µM; in the data active means activation above about 40%;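 further: 0% = median of the plate's neutral control wells and 100% = double that signal; a rise in the Bmi1 reporter signal indicates esBAF inhibition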
RAD52 anneal inh = blocks human RAD52 DNA annealing; inhibition, % at 18.7 µM; AID 651710; P43351; 360,000 compounds, 0.46% hits; recombinant RAD52 DNA annealing, FRET fluorescence;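 active means every replicate showing at least 50% inhibition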
Target sequence (P43351 whole entry, looked up): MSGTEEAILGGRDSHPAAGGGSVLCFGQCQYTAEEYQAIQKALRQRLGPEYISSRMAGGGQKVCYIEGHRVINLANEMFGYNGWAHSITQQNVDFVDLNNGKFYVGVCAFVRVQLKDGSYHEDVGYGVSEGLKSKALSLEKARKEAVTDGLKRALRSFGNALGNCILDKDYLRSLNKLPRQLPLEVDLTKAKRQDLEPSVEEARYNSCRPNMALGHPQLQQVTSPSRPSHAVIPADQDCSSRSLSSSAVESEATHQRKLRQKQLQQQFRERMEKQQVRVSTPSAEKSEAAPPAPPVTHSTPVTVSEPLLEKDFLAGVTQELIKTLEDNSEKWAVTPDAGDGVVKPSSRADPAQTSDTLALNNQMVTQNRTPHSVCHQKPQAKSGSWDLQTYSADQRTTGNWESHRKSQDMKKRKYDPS
RAD54 inh = inhibitors of human RAD54 branch migration; RAD54 Holliday junction branch migration, FAM/BHQ fluorescence; inhibition, % at 10.4 µM; 360,000 compounds, 0.14% hits; AID 602329;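 active means mean normalized replicate activity at least 40 and at least half of replicates scoring 40 or more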;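 further: 0% = median of neutral control wells and 100% = median of positive control wells; inhibitors cause a drop in the FAM fluorescence signal; in these data hits start at about 50%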
FN deposition inh = fibronectin deposition inhibition | inhibition, % at 12.6 µM | AH1F fibroblasts, Alexa488-fibronectin deposition fluorescence, overnight | 350,000 compounds, 0.086% hits;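 active means mean inhibition across replicates of 30% or more, regardless of how many single replicates reach that level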;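 further: positive control wells lacked labelled fibronectin entirely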
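Assay system: AH1F fibroblast monolayer, labelled fibronectin deposition. Amount: 10000 cells per well. Also added: labelled fibronectin 24 nM. Compound: single-point pinned compound. Incubation: cell attachment 1 h, compound and FN exposure overnight. Detection: fluorescence after three HBSS washes, excitation 485 nm, emission 525 nm. Read-out: inhibition of fibronectin deposition signal.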
S100A4 inh HTS = blocks human S100A4 binding to myosin IIA peptide; P26447; S100A4/TAMRA-MyoIIA peptide fluorescence polarization; inhibition, % at 10.7 µM; 360,000 compounds, 0.14% hits;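 active means mean inhibition of at least 70% across replicates, with every replicate also reaching that level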
Target sequence (P26447 whole entry, looked up): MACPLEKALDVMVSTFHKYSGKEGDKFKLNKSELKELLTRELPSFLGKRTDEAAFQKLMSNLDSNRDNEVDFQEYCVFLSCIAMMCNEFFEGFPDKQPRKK
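Test system: S100A4 monomer protein; Medium: HEPES pH 7.2 with CaCl2, KCl, NaCl, DTT, Triton; Probe or stimulus: TAMRA-labelled myosin IIA heavy-chain peptide probe, 5 nM; Doses: one dose per compound; Times: polarization read 5 min after assay mix addition, stable 5–60 min; Benchmarks: neutral control DMSO, positive control TFP.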
XiGFP reactiv = reactivates the inactive X chromosome in mouse fibroblasts; XiGFP mouse fibroblasts, % GFP-positive cells imaging, 3 d; cells co-treated with 5-aza-dC sensitizer; scaled so ellipticine positive control = 100%; activation, % at 7.58 µM; 360,000 compounds, 0.055% hits;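 active means mean normalized replicate activation at least 10% and every replicate at or above 10%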;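 further: 0% = median of on-plate neutral control wells and 100% = ellipticine 6 µM median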
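material = 68-5-11 XiGFP fibroblast line | medium = DMEM plus 5-aza-dC sensitizer | schedule = 3 days compound exposure | benchmarks = positive control ellipticine, 6 µM final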
EWS-Fli block = inhibitors of EWS/Fli oncoprotein transcriptional activity; A673 NR0B1-luciferase reporter, viability-normalised; inhibition, % at 12.6 µM; 350,000 compounds, 0.67% hits;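 active means mean inhibition of at least 50% after viability correction, with every replicate also passing that limit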;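 further: firefly luciferase signal divided by Alamar Blue viability fluorescence both relative to DMSO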
E-sel inducer = E-selectin induction on HUVECs; P16581; HUVEC E-selectin immunofluorescence imaging; normalized: neutral wells 0, TNF-alpha wells 100; activation, % at 7.58 µM; 260,000 compounds, 0.37% hits;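 active means mean E-selectin-positive cell signal at least 10% of the positive control, reached in at least 60% of replicates, without over 20% cell loss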;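 further: in these data hits start at about 27%; measured in HUVEC primary endothelial cells; signal is the percent of cells scored E-selectin positive by PE staining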
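System: HUVEC / Compound: single concentration / Signal: immunofluorescence imaging / Read-out: percent E-selectin-positive cells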
An asterisk follows results filed as active; / = not tested or not shown.

SMILES | esBAF inh | RAD52 anneal inh | RAD54 inh | FN deposition inh | S100A4 inh HTS | XiGFP reactiv | EWS-Fli block | E-sel inducer
COc1ccc(C2c3ccc4ccccc4c3Oc3ncn(CCCO)c(=N)c32)cc1 (configuration not stated) | 7 | -2 | -7 | -1 | -1 | 0.0 | 4 | /
COC(=O)C1CC(O)CN1S(=O)(=O)c1cccs1 (configuration not stated) | / | -1 | / | / | 0 | 0.1 | 5 | /
NC(=O)CSc1nc2ccccc2c(=O)n1Cc1ccccc1 | 8 | -9 | -7 | -16 | 3 | 0.1 | 5 | /
Cc1ccc(-n2nc3c(c2NC(=O)c2c(F)cccc2Cl)CS(=O)(=O)C3)cc1C | -4 | -22 | 6 | 0 | -10 | 0.1 | / | 0.0
COc1ccc(-c2ccccc2[C@H]2[C@@H](CO)N(C(=O)C3CCCCC3)[C@H]2C#N)cc1 | / | 5 | / | -6 | 4 | 0.1 | -4 | 0.0
COc1ccc(-c2noc(-c3cccc(OC)c3OC)n2)cc1OC | 26 | -55 | -2 | 3 | -4 | -0.1 | -87 | 0.3
Cc1cc(OCC(=O)OCC(=O)Nc2cc(S(=O)(=O)N3CCOCC3)ccc2Cl)ccc1Cl | 9 | -4 | 0 | -5 | -10 | -0.2 | -8 | -0.4
COC(=O)NNC(=O)C(c1ccccc1)c1ccccc1 | / | -4 | / | 3 | -2 | 2.9 | 1 | 2.8
CC(C)CN1CCC(=O)N([C@H](CSc2ccccc2)Cc2ccccc2)CC1 | -3 | -10 | 1 | -3 | 3 | 0.0 | 1 | -0.2
COC(CNS(=O)(=O)c1ccc(S(=O)(=O)N2CCCC2)cc1)OC | -11 | 3 | 0 | 9 | -1 | -0.1 | 0 | -0.5
CC(=O)N1CC(=O)N2[C@H](CO)[C@@H](c3ccc(-c4ccc(C(=O)N(C)C)cc4)cc3)[C@H]2C1 | / | 1 | / | / | -28 | 0.5 | -6 | -0.1
CN(c1ccccc1)c1nc(N)c([N+](=O)[O-])c(Nc2cccc(F)c2)n1 | 6 | 1 | -2 | 3 | 1 | 0.0 | 8 | -0.3
Cc1c(Cl)cccc1NC(=O)NN1CCN(C)CC1 | 2 | -11 | 7 | 1 | 0 | 0.3 | -10 | /
COC(=O)c1cccc(N(CC(=O)NC2CCCCC2)C(=O)CNC(=O)c2cccs2)c1 | -7 | -1 | 0 | 1 | 2 | 0.0 | 3 | /
O=C(Cn1cc(COc2ccc(C(=O)c3ccccc3)cc2)nn1)c1ccc(O)cc1 | 21 | -4 | 2 | -4 | -1 | 0.1 | -10 | 1.2
COc1cc(CN2CCN(Cc3ccco3)CC2)cc(OC)c1 | / | 0 | / | -3 | -3 | 0.6 | 1 | -0.3
C[C@@H]1CN([C@H](C)CO)C(=O)c2cc(NC(=O)NC3CCCCC3)ccc2O[C@@H](C)CCCCO[C@@H]1CN(C)C(=O)Cc1ccccc1 | 5 | / | -8 | / | / | 0.2 | -3 | 0.0
COCCNC(=O)C[C@H]1CC[C@@H]2[C@H](COc3ccc(NS(=O)(=O)c4ccc(Cl)cc4)cc3C(=O)N2C)O1 | 2 | / | / | -2 | / | 0.1 | -4 | 1.5
COc1ccc(-c2ccc3c(c2)[C@@H]2[C@@H](CCN2S(=O)(=O)c2ccc(OC)cc2)[C@@H](CO)N3)cc1 | -3 | / | 4 | 9 | / | 0.0 | 3 | -0.6
Cc1ccc2c(c1)N(CC(=O)N1CCN(C3CCCCC3)CC1)C(=O)CO2 | -3 | -21 | 4 | 2 | -6 | 0.1 | 3 | 0.0
NC(=O)C[C@H](NC(=O)c1ccc(Cl)cc1)C(=O)OCc1ccccc1 | -6 | -3 | -10 | -5 | 2 | 1.2 | -4 | 2.2
CCOc1ccc(NC(=O)COC(=O)c2n[nH]c3ccccc23)cc1 | 18 | -17 | -5 | -3 | -5 | 0.0 | -18 | -0.2
CC(=O)N1CC2(C1)[C@H](c1ccc(-c3ccc(F)cc3)cc1)[C@@H](CO)N2CC1CC1 | / | -6 | / | 5 | -4 | 0.2 | 1 | -0.1
Cn1cc([N+](=O)[O-])c(C(=O)n2cccn2)n1 | -9 | -8 | / | -19 | -1 | 0.0 | -2 | 0.0
O=C(O)c1cccc(CSc2n[nH]c(-c3ccc(Cl)cc3Cl)n2)c1 | / | -9 | / | 1 | -2 | 0.0 | 3 | /

The list goes on.
SMILES | esBAF inh | RAD52 anneal inh | RAD54 inh | FN deposition inh | S100A4 inh HTS | XiGFP reactiv | EWS-Fli block | E-sel inducer
COc1ccc(Nc2nc(N)nc(CN3CCN(c4ccc(F)cc4)CC3)n2)cc1 | 9 | / | 4 | -1 | / | 0.1 | / | /
CCC(=O)Nc1ccc2c(c1)OC[C@H](C)N(C(=O)C1CC1)C[C@H](C)[C@@H](OC)CN(C)C2=O | -1 | -14 | -17 | -7 | / | -0.2 | 4 | 0.1
COC(=O)[C@]12C[C@H](CC(=O)NCC3CCCCC3)C(=O)N(Cc3ccccc3)C1=C[C@H](C(C)(C)C)O[C@@H]2C | / | 3 | / | -9 | 9 | 0.0 | 8 | 0.1
Cc1cc(C(=O)CSc2ncnc3ccccc23)c(C)n1C1CC1 | 4 | -27 | 2 | -1 | 3 | 0.0 | -69 | /
S=c1[nH]ccn1CCc1ccccc1 | 1 | -7 | -2 | 0 | 4 | 0.0 | 0 | 1.1
CCOC(=O)C1=C(c2ccccc2)NC(=O)NC1c1cc(OCC)c(O)c([N+](=O)[O-])c1 (configuration not stated) | -6 | -1 | 3 | -5 | 0 | 0.0 | -33 | /

Taken from the results shown, 3 compounds:
SMILES | esBAF inh | RAD52 anneal inh | RAD54 inh | FN deposition inh | S100A4 inh HTS | XiGFP reactiv | EWS-Fli block | E-sel inducer
COC(=O)[C@]12C[C@H](CC(=O)NCC3CCCCC3)C(=O)N(Cc3ccccc3)C1=C[C@H](C(C)(C)C)O[C@@H]2C | / | 3 | / | -9 | 9 | 0.0 | 8 | 0.1
Cc1cc(C(=O)CSc2ncnc3ccccc23)c(C)n1C1CC1 | 4 | -27 | 2 | -1 | 3 | 0.0 | -69 | /
S=c1[nH]ccn1CCc1ccccc1 | 1 | -7 | -2 | 0 | 4 | 0.0 | 0 | 1.1

An excerpt of these results, in markdown.
| mol | esBAF inh | RAD52 anneal inh | RAD54 inh | FN deposition inh | S100A4 inh HTS | XiGFP reactiv | EWS-Fli block | E-sel inducer |
| --- | --- | --- | --- | --- | --- | --- | --- | --- |
| COc1ccc(Nc2nc(N)nc(CN3CCN(c4ccc(F)cc4)CC3)n2)cc1 | 9 | / | 4 | -1 | / | 0.1 | / | / |
| CCC(=O)Nc1ccc2c(c1)OC[C@H](C)N(C(=O)C1CC1)C[C@H](C)[C@@H](OC)CN(C)C2=O | -1 | -14 | -17 | -7 | / | -0.2 | 4 | 0.1 |
| COC(=O)[C@]12C[C@H](CC(=O)NCC3CCCCC3)C(=O)N(Cc3ccccc3)C1=C[C@H](C(C)(C)C)O[C@@H]2C | / | 3 | / | -9 | 9 | 0.0 | 8 | 0.1 |
| Cc1cc(C(=O)CSc2ncnc3ccccc23)c(C)n1C1CC1 | 4 | -27 | 2 | -1 | 3 | 0.0 | -69 | / |
| S=c1[nH]ccn1CCc1ccccc1 | 1 | -7 | -2 | 0 | 4 | 0.0 | 0 | 1.1 |
| CCOC(=O)C1=C(c2ccccc2)NC(=O)NC1c1cc(OCC)c(O)c([N+](=O)[O-])c1 (configuration not stated) | -6 | -1 | 3 | -5 | 0 | 0.0 | -33 | / |

Three entries already listed, ordered by their value in S100A4 inh HTS, smallest number first:
Molecule	esBAF inh	RAD52 anneal inh	S100A4 inh HTS
CCOC(=O)C1=C(c2ccccc2)NC(=O)NC1c1cc(OCC)c(O)c([N+](=O)[O-])c1 (configuration not stated)	-6	-1	0
Cc1cc(C(=O)CSc2ncnc3ccccc23)c(C)n1C1CC1	4	-27	3
COC(=O)[C@]12C[C@H](CC(=O)NCC3CCCCC3)C(=O)N(Cc3ccccc3)C1=C[C@H](C(C)(C)C)O[C@@H]2C	/	3	9
